human PMI inhibition: inhibitors of human PMI, primary screen, biochemical, fluorescence intensity, coupled assay (AID 1209). purified PMI enzyme, coupled fluorescence intensity; higher % means a stronger effect. inhibition, % at 20 µM, or IC50 in µM where a hit was titrated. 190,000 compounds, 0.42% hits;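 further: plate controls were DMSO vehicle for no effect and wells lacking substrate for full effect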
PhoP inhibition: inhibitors of PhoP regulon expression, primary screen, Salmonella Typhimurium, GFP reporter (AID 1863); S. Typhimurium PhoP-regulated promoter GFP reporter, 4 h; higher % means a stronger effect; inhibition, % at 50 µM, or IC50 in µM where a hit was titrated; 300,000 compounds, 0.16% hits;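 active means inhibition over 29.93%, a cutoff 3 SD above the screen mean, later confirmed by dose response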;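 further: 0% = low Mg2+ inducing control and 100% = high Mg2+ repressing control; strong numbers were not always called active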
West Nile virus CPE: West Nile virus antiviral activity, cell-based, CPE readout (AID 1621). West Nile virus-infected cells, CPE inhibition; higher % means a stronger effect. one-dose CPE inhibition, % at 10 µM; IC50 in µM for titrated hits. 290,000 compounds, 0.02% hits; in the data active means a potency from the dose series; further: strong numbers were not always called active
CSM14.1 death rescue: rescue of cells from ER stress-induced death, primary screen, 384-well, CSM14.1, thapsigargin, ATP luminescence (AID 1222) | CSM14.1 thapsigargin-induced death rescue, ATP luminescence; higher % means a stronger effect | cellular ATP content (survival), % at 20 µM; hits with a dose series show EC50 in µM | 190,000 tested, under 10 active;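 active means EC50 below 50 µM in the dose-response confirmation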;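 further: death triggered by thapsigargin at about 15 µM added after 2 h compound pretreatment; cell ATP read after overnight thapsigargin exposure of roughly 18 to 22 hours; normalized against plate controls of thapsigargin alone and 5% DMSO vehicle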
PMI inhibition: human PMI inhibitors, high substrate, primary screen, biochemical, fluorescence intensity, high mannose 6-phosphate (AID 1220); recombinant PMI enzyme, coupled fluorescence intensity; higher % means a stronger effect; inhibition, % at 20 µM; hits with a dose series show IC50 in µM; 190,000 compounds, 0.66% hits
RSV CPE inhibition: RSV antiviral activity via CPE protection, HEp-2 cells, primary 10 µM value included (AID 2391); 310,000 compounds, 0.13% hits; CPE inhibition, % at 10 µM, or IC50 in µM where a hit was titrated; HEp-2 cells, RSV-induced CPE inhibition; higher % means a stronger effect; in the data active means a potency from the dose series; further: strong numbers were not always called active
Ins promoter up: insulin promoter activators in MIN6 cells, imaging, high-content screening, mouse beta cells | MIN6 insulin promoter-GFP reporter; active compounds read high | z-score at 5 µM | AID 1625, 2009 | 190,000 compounds, 0.3% hits;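 active means z-score above 3 at 5 µM with at least 500 cells counted in the well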
TNAP activators: human TNAP enzyme activators, primary screen, biochemical, luminescent, no phosphate acceptor, uHTS (AID 1001); purified TNAP, luminescent activation assay, no phosphate acceptor; higher activation fold means a stronger effect; Alkaline phosphatase, tissue-nonspecific isozyme (Homo sapiens); 200,000 compounds, 0.03% hits; activation fold at 20 µM; hits with a dose series show EC50 in µM; in the data active means activation fold from about 3, or a potency from the dose series; inactive means the rest, 99 in 100 with activation fold below about 1.6; further: many of its hits are not listed in these tables
SV40 large T antigen: SV40 large T antigen inhibitors, biochemical (AID 1903) | SV40 large T antigen ATPase/helicase inhibition assay; higher % means a stronger effect | inhibition, % at 20 µM; hits with a dose series show IC50 in µM | 310,000 compounds, 0.39% hits; in the data active means a potency from the dose series; further: strong numbers were not always called active
Ins promoter up cell count: second read-out of Ins promoter up, no call of its own (marks repeat the call); cell count; measured here: cytotoxicity, nuclei count;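 total cells summed across four imaged fields per well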
The depositor's hits bear a star; / = no result given. Unless noted, no stated cut-off is given here; in the data, active means inhibition above about 50%; inactive means the rest. This is a random part of the collection; any-hit rate near 1.5%.

Each structure is followed by: human PMI inhibition | PhoP inhibition | West Nile virus CPE | CSM14.1 death rescue | PMI inhibition | RSV CPE inhibition | Ins promoter up | Ins promoter up cell count | TNAP activators | SV40 large T antigen
- O=C(NCCCN1CCOCC1)c1ccc2c(c1)N(Cc1ccccc1)CCS2
  / | -5% | -1.3% | / | / | 0.1% | 0.38 | 1030 | / | 18%
- CCNC(=O)CC1C(=O)N(CC)C(=S)N1NC(=O)c1ccc(Cl)cc1 (centres undefined)
  3% | -6% | -1.0% | 0.7% | 8% | 14% | / | / | 1.1 | 14%
- Cc1ccc(Cl)cc1NC(=O)COC(=O)CC1CC2CCC1C2 (centres undefined)
  -2% | 4% | 0.5% | -0.4% | -2% | 0.2% | -0.86 | 1003 | 1.2 | 20%
- CCN(CCCNC(=O)CCCCn1c(=O)[nH]c2ccccc2c1=O)c1ccccc1
  -8% | -1% | -0.5% | -0.1% | 0% | 1.1% | -0.4 | 1470 | 1 | 19%
- O=C(Nc1nnc(-c2ccc3c(c2)CCCC3)o1)C1CCCCC1
  -3% | 2% | -0.1% | 1.6% | -2% | -0.5% | -1.8 | 872 | 1.2 | 0%
- O=C(CN1CCN(C/C=C/c2ccccc2)CC1)NCc1ccccc1
  2% | 6% | -0.6% | 0.2% | -8% | -0.7% | -0.39 | 1643 | 1.1 | 7%
- COC(=O)C1CN(C(=O)C(C)Oc2cccc(C)c2C)c2ccccc2O1 (centres undefined)
  / | -6% | 0.2% | / | / | 2.5% | / | / | / | 13%
- CCOc1ccc(NC(=S)NC(=O)c2cccnc2)c([N+](=O)[O-])c1
  / | 5% | -0.4% | / | / | -0.9% | / | / | / | 10%
- c1ccc(Cn2nnnc2C(c2ccncc2)N2CCOCC2)cc1 (centres undefined)
  3% | 6% | -0.2% | 6.2% | 0% | 1.2% | -0.26 | 1340 | 1.2 | 1%
- Cc1nnc(Oc2ccccc2)c2ccccc12
  5% | 9% | -0.1% | -1.3% | 13% | 2.8% | -0.59 | 1041 | 1.1 | -2%
- CC(C)CCNC(=O)C(C)N(C(=O)c1snc(C(N)=O)c1N)c1cnc2ccccc2c1 (centres undefined)
  9% | 9% | -0.5% | 0.3% | 16% | 1.2% | 1 | 1311 | 0.4 | 5%
- O=c1cc2c(nn1Cc1ccccc1Cl)-c1ccccc1CC2
  7% | 7% | 0.6% | 3.2% | -1% | 11% | -0.19 | 884 | 1.1 | 6%
- O=[N+]([O-])c1ccc([N+](=O)[O-])c(Nc2ccc(N3CCOCC3)cc2)c1
  -5% | 2% | -0.6% | -1.2% | -3% | -0.1% | 0.03 | 1445 | 1 | 7%
- CCCCCC(=O)Nc1nc(C)c(-c2csc(Nc3ccc(Cl)cc3)n2)s1
  29% | -9% | -0.5% | -4.8% | 22% | 13% | -0.65 | 1439 | 1.1 | 11%
- CCN1C(=O)c2ccc(C(=O)Nc3c(C)cc(C)cc3C)cc2C1=O
  / | 4% | -0.7% | / | / | 0.7% | / | / | / | 11%
- O=C(O)CCn1cc(/C=N/O)c(-c2cccc([N+](=O)[O-])c2)n1
  -26% | 3% | 0.2% | -1.4% | -13% | 1.3% | -0.78 | 1334 | 1.1 | 0%
- CCOc1ccc(NC(=O)CCS(=O)(=O)c2ccc(Br)cc2)cc1
  / | -5% | -0.8% | / | / | 3.0% | / | / | / | 12%
- COc1ccc(N2C(=O)CCC(C(C)=O)=C2C)cc1
  -8% | 6% | 0.4% | -2.1% | 7% | 2.1% | -0.6 | 1243 | 1.1 | 2%
- C=CCNC(=S)N1CCC(C(=O)c2ccc(C)cc2)CC1
  / | 5% | -1.6% | / | / | 0.0% | / | / | / | 25%
- O=C(NC1CCCC1)C(c1cccnc1)N(CCc1ccccc1)C(=O)c1ccco1 (centres undefined)
  -2% | / | -0.7% | 1.0% | -2% | -1.0% | -0.18 | 1385 | 1.1 | /
- Nc1ccc(Oc2ccc([N+](=O)[O-])cc2[N+](=O)[O-])cc1
  9% | -8% | -0.7% | -0.4% | 2% | -0.6% | 0.5 | 709 | 1.1 | 5%
- O=C(c1ccco1)N1CCN(Cc2nnc(-c3ccccc3)o2)CC1
  / | -6% | -0.6% | / | / | 1.5% | / | / | / | 16%
- COC(=O)N/N=C/c1ccccc1OCc1ccccc1
  1% | 0% | 0.5% | 0.7% | 8% | 1.5% | 0.12 | 1193 | 1 | 7%
- Cc1cc2c(C)nc(N/N=C/c3ccc(F)cc3)nc2o1
  -23% | -10% | -0.4% | -2.9% | -42% | 2.3% | 0.04 | 1465 | 0.9 | 13%
- O=C(Oc1cc(=O)n2ccccc2n1)c1ccccc1
  -15% | -13% | 0.3% | 0.8% | -7% | 1.9% | 0.46 | 1328 | 0.9 | 20%
- Cc1ccc(-n2c(P(C)(=O)O)nc3ccccc32)cc1
  -10% | -2% | 0.4% | -0.9% | -5% | -0.1% | -0.14 | 1282 | 1.1 | 26%
- COCCNC(=O)CSc1nc(-c2ccc(OC)c(OC)c2)cc(C(F)(F)F)n1
  12% | -3% | 0.0% | / | 17% | -1.6% | -0.31 | 1392 | 1.1 | 23%
- COC(=O)c1ccc2c(=O)n(CCCN3CCCC3=O)c(=S)[nH]c2c1
  2% | -9% | -1.2% | -2.3% | 2% | 2.4% | / | / | 1.1 | 1%
- Clc1ccccc1Cc1noc(CN2CCN3CCCC3C2)n1 (centres undefined)
  -2% | 3% | -0.4% | -2.0% | -6% | -0.2% | -0.36 | 1303 | 1.2 | 4%
- COc1ccc(CCN2CC(C(=O)N(C)CCOc3ccccc3)CCC2=O)cc1 (centres undefined)
  / | 1% | -0.6% | / | / | 2.9% | / | / | / | -3%
- CC(=O)c1sc(=S)n(-c2ccccc2)c1C
  / | -5% | 0.3% | / | / | 0.5% | 0.15 | 1353 | / | 5%
- CCOC(=O)CSCC(=O)Nc1ccc(S(=O)(=O)N2CCCCC2)cc1
  2% | -9% | -0.1% | -0.9% | 2% | 0.9% | 0.93 | 927 | 1.1 | 12%
- Cc1ccc(-n2nnnc2CSc2nnc(-c3ccc(O)cc3)o2)cc1
  3% | -8% | 0.0% | -0.8% | -11% | 7.5% | 0.13 | 1423 | 1 | 10%
- CCc1ccccc1N1C(=O)CC(N2CCc3ccccc32)C1=O (centres undefined)
  4% | 0% | 0.3% | 0.7% | 1% | 1.6% | 0.24 | 1279 | 1.1 | 14%
- O=C(Nc1ccc(Cl)cc1)c1cc(Br)ccc1OCC(=O)N1CCOCC1
  / | 1% | 0.0% | / | / | 2.5% | / | / | / | 7%
- CC(C)NC(=O)c1ccc2c3n(nc2c1)-c1ccc(Cl)cc1CO3
  / | -7% | 0.1% | / | / | 1.9% | -0.72 | 1005 | / | 3%
- CCN1CCN(C(=O)C2CC(c3ccc(F)cc3)=NO2)CC1 (centres undefined)
  8% | 0% | 0.2% | -2.3% | 16% | -1.6% | -0.77 | 1791 | 1.1 | 0%
- CN1CCN(CCC(=O)N/N=C/c2cc([N+](=O)[O-])ccc2OC(F)F)CC1
  1% | -2% | -0.8% | 0.0% | 12% | 0.1% | -0.05 | 1278 | 1 | 1%
- Cn1c(=O)c2cc(S(=O)(=O)NC(C(=O)NCc3cccnc3)c3ccccc3)ccc2n(C)c1=O (centres undefined)
  -6% | 5% | 0.0% | 0.6% | -5% | -0.2% | 0.11 | 859 | 1.2 | 16%
- COc1ccc(-c2cc3ccc(OCC(C)=O)cc3oc2=O)cc1OC
  / | -3% | 0.0% | / | / | 2.5% | / | / | / | 7%
- O=S(=O)(NC1CC2CCC1C2)c1ccc(Br)s1 (centres undefined)
  6% | -5% | -0.5% | -2.0% | 1% | 0.7% | 0.6 | 1361 | 1.1 | 5%
- O=C(Oc1ccc(Br)cc1C(=S)N1CCCC1)c1ccccc1Cl
  8% | -5% | 1.1% | -1.7% | -4% | 1.5% | -0.05 | 1468 | 1.1 | 3%
- CCOC(=O)c1ccc2nc(NC(=O)c3cccs3)sc2c1
  -7% | -15% | 0.5% | -0.9% | -7% | 3.7% | / | / | 1.1 | 2%
- O=C(Nc1ccccc1)c1ccc(OC(=O)c2cc3ccccc3o2)cc1
  -8% | -3% | 0.7% | 1.9% | -9% | 0.3% | / | / | 1 | 10%
- O=C1c2ccccc2CN1Cc1ccccc1
  / | 15% | -0.1% | / | / | 2.4% | / | / | / | 6%

Given with bars between the fields: part of the list above.
SMILES | human PMI inhibition | PhoP inhibition | West Nile virus CPE | CSM14.1 death rescue | PMI inhibition | RSV CPE inhibition | Ins promoter up | Ins promoter up cell count | TNAP activators | SV40 large T antigen
O=C(Oc1ccc(Br)cc1C(=S)N1CCCC1)c1ccccc1Cl | 8% | -5% | 1.1% | -1.7% | -4% | 1.5% | -0.05 | 1468 | 1.1 | 3%
CC(C)NC(=O)c1ccc2c3n(nc2c1)-c1ccc(Cl)cc1CO3 | / | -7% | 0.1% | / | / | 1.9% | -0.72 | 1005 | / | 3%
CCOC(=O)c1ccc2nc(NC(=O)c3cccs3)sc2c1 | -7% | -15% | 0.5% | -0.9% | -7% | 3.7% | / | / | 1.1 | 2%
Cc1ccc(-n2nnnc2CSc2nnc(-c3ccc(O)cc3)o2)cc1 | 3% | -8% | 0.0% | -0.8% | -11% | 7.5% | 0.13 | 1423 | 1 | 10%

(continued)
Each structure is followed by: human PMI inhibition | PhoP inhibition | West Nile virus CPE | CSM14.1 death rescue | PMI inhibition | RSV CPE inhibition | Ins promoter up | Ins promoter up cell count | TNAP activators | SV40 large T antigen
- COC(=O)c1cc(OC)c(OC)cc1N1C(=O)CC(C)(C)CC1=O
  / | 0% | 0.5% | / | / | 0.4% | / | / | / | 5%
- COc1cc2c(cc1OC)CN(C(=O)c1ccc([N+](=O)[O-])o1)CC2
  / | -12% | 0.4% | / | / | / | 0.26 | 1055 | / | 31%
- N#Cc1ccc(-c2csc(NC(=O)C3CC3)n2)cc1
  -5% | 2% | 0.2% | -1.1% | 1% | 7.2% | 0.67 | 1008 | 1.2 | 7%
- Cc1ccc(NC(=O)C/C(N)=N/O)cc1Cl
  / | -6% | -0.1% | / | / | 1.5% | 0.85 | 1356 | / | 4%
- N#CC(C#N)=Cc1cc2ccccc2nc1N1CCOCC1
  19% | 6% | -0.2% | -2.6% | 33% | 0.9% | / | / | 1.2 | 4%
- CSc1cnc2c(=O)[nH]c(=O)n(C)c2n1
  0% | 11% | -0.5% | -0.4% | 0% | 3.0% | 0.42 | 1271 | 1 | -9%
- Brc1ccccc1OCCCN1CCCC1
  / | -2% | -0.9% | / | / | -0.5% | / | / | / | -3%
- CC(=O)N=c1sc(C(C)(C)C)c(C)n1C
  -3% | -1% | 1.6% | 1.7% | 3% | 1.4% | 0.79 | 1156 | 1.1 | 0%
- CS(=O)(=O)N1CCN(c2ccc(NC(=O)COc3ccccc3)cc2)CC1
  8% | -3% | -0.5% | -1.1% | 10% | 0.1% | / | / | 1.1 | 21%
- Nc1c(C(=O)c2ccccc2)oc2ccccc12
  -11% | -2% | 0.3% | 0.0% | -12% | 4.5% | -0.99 | 993 | 1.2 | 3%
- CC(C(=O)N1CCCCCC1)N(c1ccc(Cl)cc1)S(C)(=O)=O (centres undefined)
  / | -2% | -0.9% | / | / | 0.2% | / | / | / | 8%
- COc1ccc(CC(=O)NCc2n[nH]c(=S)n2-c2ccccc2OC)cc1
  -4% | 3% | 0.5% | -0.8% | 0% | 1.4% | -0.62 | 1293 | 1 | 23%

Compound activity deposited in PubChem by several laboratories.
